MITF inh: human MITF inhibition, primary screen. O75030. AlphaScreen MITF homodimerization, bead proximity signal. inhibition, % at 2.6 µM. hit rate 0.91% among 650,000; in the data active = inhibition above about 50%;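 also: 0% = vehicle wells with protein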
Target sequence (O75030 whole entry, looked up): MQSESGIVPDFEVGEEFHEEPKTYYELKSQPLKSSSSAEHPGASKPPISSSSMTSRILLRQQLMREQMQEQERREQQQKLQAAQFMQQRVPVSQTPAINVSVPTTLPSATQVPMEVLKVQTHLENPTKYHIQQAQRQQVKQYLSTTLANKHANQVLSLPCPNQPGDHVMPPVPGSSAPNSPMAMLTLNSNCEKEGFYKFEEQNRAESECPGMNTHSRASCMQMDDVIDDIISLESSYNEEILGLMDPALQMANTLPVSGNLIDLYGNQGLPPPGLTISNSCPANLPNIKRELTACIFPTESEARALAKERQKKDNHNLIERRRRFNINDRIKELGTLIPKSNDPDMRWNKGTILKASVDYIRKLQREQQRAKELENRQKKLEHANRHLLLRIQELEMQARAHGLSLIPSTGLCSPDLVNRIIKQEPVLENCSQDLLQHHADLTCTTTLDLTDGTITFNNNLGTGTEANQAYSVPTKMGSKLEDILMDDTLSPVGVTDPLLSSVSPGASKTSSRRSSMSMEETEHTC
GPR151 activ: activators of human GPR151. hit rate 1% among 650,000. Q8TDV0. activation, % at 11.2 µM. PathHunter beta-arrestin GPR151 cells, luminescence; in the data active = activation above about 4.9%;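 also: 0% = median of compound wells and 100% = cells with positive control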
Target sequence (Q8TDV0 whole entry, looked up): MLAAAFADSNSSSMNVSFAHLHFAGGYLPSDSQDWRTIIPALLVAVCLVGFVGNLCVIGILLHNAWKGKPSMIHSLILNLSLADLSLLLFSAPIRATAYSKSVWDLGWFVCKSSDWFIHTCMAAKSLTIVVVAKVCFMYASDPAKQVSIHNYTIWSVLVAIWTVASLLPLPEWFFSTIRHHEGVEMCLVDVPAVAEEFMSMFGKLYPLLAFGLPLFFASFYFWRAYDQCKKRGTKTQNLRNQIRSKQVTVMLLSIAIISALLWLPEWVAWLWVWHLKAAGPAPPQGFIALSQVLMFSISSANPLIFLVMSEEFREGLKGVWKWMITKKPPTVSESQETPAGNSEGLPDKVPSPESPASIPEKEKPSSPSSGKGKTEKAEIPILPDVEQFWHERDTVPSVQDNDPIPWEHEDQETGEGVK
FBW7 act: activators of human E3 ligase FBW7; Q969H0; AlphaScreen FBW7–phospho-cyclin E peptide binding, activator screen; normalized activity (activation), % at 26.1 µM; hit rate 0.13% among 650,000; AID 1259310; in the data active = normalized activity above about 1.9%;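 also: purified mutant Fbw7 with reduced substrate affinity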
TEAD-YAP block: TEAD-YAP interaction inhibition | HEK-TIYL cells, TEAD-Gal4/YAP UAS-luciferase luminescence | hit rate 1.4% among 640,000 | inhibition, % at 9.12 µM; in the data active = inhibition above about 32%;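 also: 0% = median of test compound wells and 100% = reference inhibitor wells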
* = called active by the depositor; & = joins results of further samples.

Fields – TEAD-YAP block, FBW7 act, GPR151 activ, MITF inh
1	CCC(=O)NC(c1ccc(OC)cc1)c1cc([N+](=O)[O-])c2cccnc2c1O (stereo not drawn)
 : -3, -0.7, -2.0, 55*
2	COc1ccc(NC(=O)CC2C(=O)N(c3ccc(F)cc3)C(=S)N2Cc2ccco2)cc1 (stereo not drawn)
 : -17&8, 0.5&-0.1, -0.6&0.6, -1&7
3	CCOC(=O)Cn1c(=NC(=O)C2CC2)sc2cc(Br)ccc21
 : 1, 0.1, -1.4, 2
4	O=C(CSC1=NC(=O)C(c2ccccc2)C(=O)N1)Nc1ncccn1 (stereo not drawn)
 : -6, -0.1, -0.2, 4
5	O=C(COc1ccc2ccccc2c1)NNC(=O)c1ccc([N+](=O)[O-])cc1
 : -5, -0.1, 0.6, 6
6	COc1cc(OC)cc(-c2nc3ccccc3c(=O)n2NC(=O)c2cc(-c3ccccc3)nc3ccccc23)c1
 : -1, 0.0, 1.2, -5
7	CN(C)CCNC(=O)NCC12CC3CC(C1)CC(c1ccccc1)(C3)C2
 : 8, 0.1, 2.3, -15
8	Cc1cc2oc3c(c(=O)c2cc1C)C(c1ccncc1)N(CCCN(C)C)C3=O (stereo not drawn)
 : 2, 0.3, -1.6, -11
9	CN(C)S(=O)(=O)c1cccc(C(=O)OCc2cc(=O)oc3ccc4ccccc4c23)c1
 : -3, 0.0, -1.5, 10
10	O=C(NC1CCN(c2nc(-c3ccccc3)cs2)CC1)C1CCCC1
 : 15, 0.2, -0.6, 11
11	COc1cc(Nc2nc(Nc3ccc(N4CCOCC4)cc3)nc3c2ncn3Cc2ccc(C(F)(F)F)cc2)cc(OC)c1OC
 : -5, -0.1, 0.3, -3
12	COCC(=O)NCCNc1nc(C)nc2sc3c(c12)CCCC3
 : -12, -0.1, 0.2, 0
13	CNC(=S)Nc1cc(C(C)(C)C)ccc1OC
 : 6, -0.1, 0.0, 2
14	O=C(c1ccc(-n2cccc2)cc1O)N1CCn2c(nnc2C2CC2)C1
 : -3, -0.1, -0.1, 7
15	CNC(=S)N1CCN(c2nccnc2NS(=O)(=O)Cc2cccc(Cl)c2)CC1
 : 4, -0.8, -1.6, -16
16	COc1cccc(NC(=O)c2cccc(C)c2OC)c1
 : -24, -0.1, -1.7, 1
17	CCOCCCNc1nc2nc3ccc(C)cn3c(=O)c2cc1C(=O)NCC1CCCO1 (stereo not drawn)
 : 8, 0.0, -0.8, -4
18	O=C(CCNC(=O)c1ccccc1)N/N=C/c1cc(Br)ccc1O
 : 7, -0.5, -0.4, 6
19	COc1ccc(C(=O)Nc2sc(C)c(C)c2CN2CCOCC2)cc1
 : -51, 0.2, -4.2, -7
20	O=C(NCCC1=CCCCC1)c1ccc(N2CCc3ccccc32)c([N+](=O)[O-])c1
 : -5, -0.7, -0.9, 24
21	CCC(Sc1ccccn1)C(=O)Nc1nnc(C)s1 (stereo not drawn)
 : -4, 0.0, 0.8, -17
22	CNC(=O)c1c(NC(=O)c2cc(=O)c3ccccc3o2)sc2c1CCC(C)C2 (stereo not drawn)
 : 3, -0.1, 4.3, -1
23	COc1ccc(OC)c2c1CC(C)(C)n1c(-c3ccccc3)nnc1-2
 : 3, 0.9, -1.4, 7
24	Cc1ccc(C(=O)N/C(=C/c2ccco2)C(=O)NC(C)(C)C)cc1
 : 3, -0.1, -2.0, -9
25	CC1CCN(S(=O)(=O)c2ccc(-c3nnc(SCC4CCCO4)o3)cc2)CC1 (stereo not drawn)
 : 7, 0.0, -0.5, 15
26	O=C(O)/C=C1\SC(=O)N(Cc2ccccc2)C1=O
 : 15, -0.2, 0.6, -11
27	O=c1cc(Nc2ccc3c(c2)OCCO3)[nH]c(=O)n1C1CCCCC1
 : 58*, -0.3, 1.0, 11
28	CC(=O)Nc1cccc(-c2nnc(SCc3ccccc3C#N)n2C)c1
 : 1, 0.3, -0.9, 14
29	COc1ccccc1N(CC(=O)Nc1ccc2ccccc2c1)S(C)(=O)=O
 : 12, -0.1, 0.7, 12
30	Cc1cccc2cc(CN(C(=O)c3ccccc3)C3CCCC3)c3nnnn3c12
 : 0, -0.1, -0.5, -1
31	COc1cc(CN2CCN(Cc3cc(OC)c(OC)c(OC)c3)CC2)c([N+](=O)[O-])cc1OC
 : -4, -0.2, -0.4, 58*
32	CCn1[nH]c(=O)c(=Nc2c(C)n(C)n(-c3ccccc3)c2=O)cc1-c1ccc(OC)cc1
 : 4, 0.7, -0.4, -7
33	Cc1cccc2sc(NC(=O)c3sc4nc[nH]c(=O)c4c3C)nc12
 : 9, 0.3, -0.7, 10
34	Cc1ccc(NC(=O)CCN2C(=O)c3ccccc3C2=O)cc1C
 : -7, -0.1, -1.3, -3
35	CCOc1ccc2nc(NC(=O)CN3C(=O)C4C5C=CC(C5)C4C3=O)sc2c1 (stereo not drawn)
 : -23, 0.3, 0.5, 27
36	COc1cc(Br)cc(/C=C2\SC(=S)NC2=O)c1OC
 : 6, 0.1, 0.3, 4
37	CC1(C)CC(OC(=O)CCCCOC(=O)C2CC(C)(C)NC(C)(C)C2)CC(C)(C)N1
 : 9, 0.1, -1.3, 5
38	COc1cccc(/C(O)=C/C(=O)C(=O)Nc2ccc(S(=O)(=O)NC(C)=O)cc2)c1
 : -7, 0.1, 0.2, 11
39	O=C(O)CCNCc1ccccc1F
 : 0, -0.1, 0.2, 3
40	COC(=O)c1cc(CNC(=O)c2ccc3ncccc3c2)cc(NC(=O)C2CCCCC2)c1
 : 0, 0.1, -0.5, 4

Compound profiles, from the list above. Order of screens: TEAD-YAP block	FBW7 act	GPR151 activ	MITF inh
Listed for Cc1ccc(NC(=O)CCN2C(=O)c3ccccc3C2=O)cc1C = -7	-0.1	-1.3	-3
Listed for COc1cc(CN2CCN(Cc3cc(OC)c(OC)c(OC)c3)CC2)c([N+](=O)[O-])cc1OC = -4	-0.2	-0.4	58*
Listed for COc1ccc(OC)c2c1CC(C)(C)n1c(-c3ccccc3)nnc1-2 = 3	0.9	-1.4	7
Listed for CNC(=O)c1c(NC(=O)c2cc(=O)c3ccccc3o2)sc2c1CCC(C)C2 (stereo not drawn) = 3	-0.1	4.3	-1
Listed for COc1cccc(/C(O)=C/C(=O)C(=O)Nc2ccc(S(=O)(=O)NC(C)=O)cc2)c1 = -7	0.1	0.2	11

Further results follow.
Fields – TEAD-YAP block, FBW7 act, GPR151 activ, MITF inh
41	Cc1nn(C)c(C)c1-c1nc(Nc2ccc(N3CCOCC3)cc2)c2ncn(C(C)C)c2n1
 : -22, 0.2, -1.0, 12
42	O=C(NCCN1CCOCC1)c1nc(-c2cccnc2)no1
 : 1, -0.1, -2.9, -7
43	CC(C)Oc1ccc(C2CC(=O)N(c3ccc(O)c(C(=O)O)c3)C2=O)cc1 (stereo not drawn)
 : -12, 0.0, 1.1, -7
44	Cc1cccn2c(=O)c3cc(C(=O)N(C(C)C)C(C)C)sc3nc12
 : 5, -0.1, 0.5, -3
45	O=C(CSc1nnc(NCc2ccccc2)s1)NC1CCS(=O)(=O)C1 (stereo not drawn)
 : -4, 0.5, -1.5, -2
46	CC1CCN(C(=O)Cn2cnc3c(oc4ccccc43)c2=O)CC1
 : 1, -0.1, 2.3, -3
47	Cc1cc(-c2ccc(C3C4=C(CC(C)(C)CC4=O)OC4=C3C(=O)CC(C)(C)C4)o2)ccc1[N+](=O)[O-]
 : -3, -0.1, 1.3, -1
48	Cn1c(/C=C\c2ccccc2Cl)nc2ccccc2c1=O
 : -63, 0.7, -0.7, 22
49	CCC1CN(CCC(=O)N2CCSCC2)Cc2ccc(Cl)cc2O1 (stereo not drawn)
 : 6, 0.2, 1.3, 5
50	COc1ccccc1CCNc1ncnc2sc(C(=O)NCCO)c(C)c12
 : 0, -0.2, 0.2, 9
51	CCc1ccc(NC(=O)C2CC(=O)N(c3cc(C)ccc3C)C2)cc1 (stereo not drawn)
 : 11, 0.0, -0.3, 2
52	O=C(CC1S/C(=N/N=C2\CSC(=O)N2)NC1=O)Nc1ccc(F)cc1 (stereo not drawn)
 : 0, -0.2, 1.0, 61*
53	CCN1CCN(C(=O)C2c3ccccc3C(=O)N(C)C2c2c[nH]c3ccccc23)CC1 (stereo not drawn)
 : -3, 0.0, -0.4, -9
54	Cc1[nH]c2ccccc2c1SCC(=O)NC1CCCCC1
 : 6, 0.1, -0.9, 12
55	CC(=O)Oc1ccc(C(=O)Nc2ccc(NC(=O)COc3ccccc3)c(C)c2)cc1
 : -4, 0.2, 0.8, 14
56	O=C(c1sc2ccccc2c1Cl)N1c2ccccc2CCc2ccccc21
 : -10, -0.3, -0.5, 7
57	Cc1cccc(-n2ncc3c(N4CCCc5ccccc54)ncnc32)c1
 : 17, 0.2, 0.9, 8
58	CCn1c(=O)[nH]c2c(C(N)=O)nc(-c3ccccc3OC)nc21
 : -2, -0.2, -0.2, 5
59	CC(C)Sc1nnnn1-c1ccc(Cl)cc1
 : 12, 0.5, -0.1, 4
60	Fc1ccc(/C=C/c2ccc3cccc(OCc4ccccc4)c3n2)cc1
 : -11, 0.6, 1.4, 7

Exported as a markdown table: 2 of the compounds above.
| # | SMILES | TEAD-YAP block | FBW7 act | GPR151 activ | MITF inh |
| --- | --- | --- | --- | --- | --- |
| 5 | O=C(COc1ccc2ccccc2c1)NNC(=O)c1ccc([N+](=O)[O-])cc1 | -5 | -0.1 | 0.6 | 6 |
| 2 | COc1ccc(NC(=O)CC2C(=O)N(c3ccc(F)cc3)C(=S)N2Cc2ccco2)cc1 (stereo not drawn) | -17&8 | 0.5&-0.1 | -0.6&0.6 | -1&7 |

Later entries
Fields – TEAD-YAP block, FBW7 act, GPR151 activ, MITF inh
61	COc1ccc([N+](=O)[O-])cc1NC(=O)C(=O)CC(=O)c1ccccc1OC
 : 5, 0.2, 1.1, 6
62	CCOc1ccc(-n2c(=S)sc3c(=O)[nH]c(SCc4cc(=O)n5cc(Cl)ccc5n4)nc32)cc1
 : -22, 0.2, -1.1, -4
63	CN(C)c1ccc2cccc(O)c2n1
 : -3, -0.2, 0.0, -3
64	O=C(O)c1cccc(COc2ccc(CO)cc2Br)c1
 : 84*, 0.1, -13, 7
65	N#Cc1c(-n2ncnc2-c2ccc(Cl)cc2Cl)sc2c1CCCC2
 : 1, 0.1, 0.5, 5
66	COc1ccc2[nH]c3c(=O)n(CC(=O)NCc4ccccc4Cl)c(=S)[nH]c3c2c1
 : 2, 0.5, -2.1, 12
67	O=S(=O)(c1ccc(Cl)cc1)N(Cc1ccco1)CC(O)Cn1c2ccccc2c2ccccc21 (stereo not drawn)
 : -3, -0.2, 1.5, -13
68	CCCCOc1ccc(/C=C/C(=O)Nc2ccc(C(N)=O)cc2)cc1
 : 1, 0.0, 0.2, -18
69	O=C(O)CC(C(=O)O)N1C(=O)/C(=C/c2ccc(F)cc2)SC1=S (stereo not drawn)
 : 1, -0.1, 0.0, -5
70	CCc1ccccc1NC(=O)Cn1c(=O)c2cccn2c2ccccc21
 : 1, 0.0, 0.1, 3
71	CCCCOC(=O)c1ccc2c(c1)C(=O)N(c1cccc(C)c1)C2=O
 : -2, -0.2, -0.3, 29
72	CCCc1[nH]nc2c1C(c1cc(OCC)c(OC(=O)c3cccs3)c([N+](=O)[O-])c1)C(C#N)=C(N)O2 (stereo not drawn)
 : -4, 0.0, 0.9, -4
73	CC(=O)Nc1cccc(NC(=O)CSc2nnnn2-c2ccc3c(c2)OCCO3)c1
 : 6, -0.1, 0.6, 1
74	COc1ccc(NC(=O)CC2SC(=Nc3ccccc3)N(c3ccccc3)C2=O)cc1 (stereo not drawn)
 : -4, 0.1, -0.7, 7
75	COc1ccc(CC(=O)Nc2cc(-c3cnn(C)c3)ccn2)cc1
 : 43*, 0.1, -0.5, -6
76	O=C(Nc1nnc(-c2ccccc2Cl)s1)c1ccc(Br)cc1
 : -11, -0.1, 1.2, -7
77	Cc1cc2c(cc1C)NC(c1cc(Br)ccc1F)C1=C(CC(C)(C)CC1=O)N2 (stereo not drawn)
 : 13, 0.1, 0.5, 10
78	Cc1ccc(C(C)CCN2CCN(C)CC2)o1 (stereo not drawn)
 : -4, 0.4, -0.9, -3
79	Cc1ccc(C2=NN3C(C2)c2ccccc2OC3c2ccc(OC(C)C)cc2)cc1 (stereo not drawn)
 : -51, -0.1, 1.8, 4
80	O=C(NCCc1nnc2n1CCN(Cc1ccc3c(c1)OCCO3)CC2)C1CCCO1 (stereo not drawn)
 : -7, 0.0, 2.3, -5
81	COc1cc(CC(C)N2CCN(C)CC2)ccc1O (stereo not drawn)
 : 14, -0.1, 1.0, 7
82	N#Cc1ccc(Oc2ccc(S(=O)(=O)N3CCCC3)cc2[N+](=O)[O-])cc1
 : -6, 0.0, -0.6, 1
83	CC(=O)N1CCc2c(sc(NC(=O)c3cc(C)ccc3C)c2-c2nc3ccccc3s2)C1
 : 7, 0.0, 3.4, 4
84	N#Cc1c(-c2cccs2)cc(-c2ccc3ccccc3c2)nc1SCC(N)=O
 : 4, -0.1, -0.8, 12
85	COc1ccccc1C(=O)Nc1nnc(-c2ccccc2Cl)s1
 : -10, -0.1, 1.2, -4
86	CCCC(=O)Nc1ccc(NC(=O)c2cccc(OC)c2)cn1
 : 1, 0.0, -0.8, 7
87	COC(=O)C1=C(C)N(CC(C)C)C(=O)/C1=C\c1cccs1
 : 2, -0.1, 0.5, 18
88	c1ccc(-c2cnn3c(NCc4ccc5c(c4)OCO5)ccnc23)cc1
 : 3, 0.7, -0.7, 14
89	O=C(CSc1nnc(CNC(=O)c2ccccc2)o1)Nc1ccc2c(c1)OCCO2
 : 10, -0.1, -2.2, -19
90	COc1cccc(C(=O)NNC(=O)c2ccc(Cl)cc2)c1
 : 0, 0.0, 1.4, 5
